Lipid storage S3: qHTS Assay for Lipid Storage Modulators in Drosophila S3 Cells; Drosophila S3 cells, BODIPY lipid droplet fluorescence, 18-24 h; cells fed with added oleic acid; Potency in µM for hits, for the others lipid storage change, negative = inhibition, % at the top dose, mostly 46.1 µM; 320,000 compounds, 0.64% hits; active means well fitted inhibition curve with a large enough effect in the signal ratio, with a control signal flat, not every such curve was filed as active; inconclusive means small, poorly fitted or top-dose-only effect, or effect the other way, or a change in a side signal; the % refers to the signal ratio
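Drosophila S3 cells loaded with oleic acid (400 uM, as added) and compounds at several concentrations; lipid droplets imaged by 488-nm laser-scanning cytometry, 500–530 nm intensity and object ratio to cell channel. Percent activity normalized to 20 uM Triacsin C.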
Lipid storage S3 cell count max: second read-out of Lipid storage S3, no call of its own (marks repeat the call); cell number change, %; measured here: cell count max response;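 cells counted by Cell Tracker Red CMTPX staining in the red channel; peak over a dose series mostly up to 46.1 µM; percent activity relative to internal control wells on each plate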
Numbers without * were called inactive; i = inactive; ? = inconclusive; · = no result given. On the % scale 0 is the no-effect control and ±100 the full control effect; potency means the concentration at half of the fitted maximal effect. An excerpt (hit frequency here may not be typical).

mol,Lipid storage S3,Lipid storage S3 cell count max
CC1CCN(S(=O)(=O)c2ccc3c(c2)c(=O)c(C(=O)NCc2ccccc2Cl)cn3C)CC1,?,·
NCC(c1ccccc1)(c1ccccc1)c1ccccc1,-26%,-8
COc1cc(C2CC(=O)c3cnc(NC(=O)c4ccco4)nc3C2)cc(OC)c1OC (centres undefined),?,·
CC(=O)c1cnc(Nc2cccc(Cl)c2Cl)s1,?,·
CCCc1nc2ccccc2c(=O)n1NC(=O)c1c(O)c2ccccc2n(C)c1=O,?,·
CCCn1c(=O)c2c(nc3n2CCS3)n(C)c1=O,?,·
O=C(COc1ccccc1)Nc1nnc(S(=O)(=O)N2CCCC2)s1,-15%,-3
O=C(NC1CC2CCCC(C1)N2C(=O)NCc1ccccc1)C1CC1 (centres undefined),?,·
CCOCCCNC(=O)Cn1cnc2c(cnn2-c2ccc(C)c(C)c2)c1=O,i,-11
COc1cc(COc2ccc(-c3nnco3)cc2)ccc1OC(F)F,-16%,7
Cc1ccc(NC(=O)COC(=O)CCC(=O)c2ccc(C(C)(C)C)cc2)c([N+](=O)[O-])c1,-12%,7
CCc1ccc2c(c1)C(c1cccs1)=NNC(c1cccnc1)=N2,-18%,-9
CN(C)S(=O)(=O)c1cccc(NC(=O)Cc2ccc(-c3ccccc3)cc2)c1,i,-12
O=C(NCCc1cccs1)C1CC(c2ccc([N+](=O)[O-])cc2)=NO1 (centres undefined),i,·
CC(C)C[C@@H](C(=O)NC1CC1)N1C(=O)N2CCc3c([nH]c4ccccc34)[C@@]2(C)C1=O,11%,-7
O=C(N/N=C/c1ccc2c(c1)OCO2)c1ccc2c(c1)OCO2,?,·
Cc1occc1C(=O)NCCc1ccc(Cl)cc1,?,·
O=C(Nc1nonc1-c1ccc(Cl)cc1)c1ccco1,?,·
Cc1noc(C)c1N=Nc1ccc(Br)cc1C(=O)O,-8%,-8
O=C(CN1C(=O)NC2(CCCCC2)C1=O)NCCc1c[nH]c2ccccc12,?,·
Cc1ccccc1COC(=O)CCC1=NS(=O)(=O)c2ccccc2N1,?,·
Cc1oc2c(cc(NS(=O)(=O)c3ccc4c5c(cccc35)C(=O)N4)c3ccccc32)c1C(=O)OC(C)C,-3%,11
FC(F)(F)c1cnc(-c2cnc(-c3cccnc3)nc2)c(Cl)c1,?,·
CN(C(=O)CSc1nc2ccc([N+](=O)[O-])cc2s1)C1CCS(=O)(=O)C1 (centres undefined),10%,-3
Cc1nc(SCC(=O)N2CCCCC2)c2c(C)c(C)sc2n1,?,·
CCN(CC(=O)Nc1ccc2c(c1)OCCO2)C(=O)COc1ccc(C)cc1,?,·
CCN(Cc1ccccc1)S(=O)(=O)c1c[nH]c(C(=O)OC)c1,-7%,-6
CC1CCN(S(=O)(=O)c2ccc(C(=O)N3CCCCC3C(=O)O)cc2)CC1 (centres undefined),?,·
CCCn1nc2cc(C(=O)NCCCCc3ccccc3)ccc2c1OCC,-16%,-16
CCOc1ccc(OCC(=O)OCC(=O)Nc2ccc3[nH]c(=O)[nH]c3c2)cc1,?,·

Part of the list above in order of formula weight, smallest number first.
mol,Lipid storage S3,Lipid storage S3 cell count max
O=C(N/N=C/c1ccc2c(c1)OCO2)c1ccc2c(c1)OCO2,?,·
Cc1nc(SCC(=O)N2CCCCC2)c2c(C)c(C)sc2n1,?,·
COc1cc(COc2ccc(-c3nnco3)cc2)ccc1OC(F)F,-16%,7
CCN(CC(=O)Nc1ccc2c(c1)OCCO2)C(=O)COc1ccc(C)cc1,?,·
COc1cc(C2CC(=O)c3cnc(NC(=O)c4ccco4)nc3C2)cc(OC)c1OC (centres undefined),?,·
Cc1ccc(NC(=O)COC(=O)CCC(=O)c2ccc(C(C)(C)C)cc2)c([N+](=O)[O-])c1,-12%,7

(continued)
mol,Lipid storage S3,Lipid storage S3 cell count max
CCCn1c(SCC(=O)Nc2cccc(S(=O)(=O)N(C)C)c2)nc2ccccc2c1=O,?,·
COCCCN1CCN(C2Cc3ccccc3Sc3ccc(Cl)cc32)CC1 (centres undefined),?,·
COc1ccc(OC)c(NC(=O)CCN2CCN(C)CC2)c1,i,-6
O=C(Nc1c(-c2ccc(F)cc2)nc2ccccn12)c1ccc(F)cc1,?,·
CN(C(=O)Cn1nc(Cl)ccc1=O)C1CCCN(Cc2ccccc2F)C1 (centres undefined),?,·
O=C(C[n+]1cc(Br)cc(Br)c1)c1ccccc1,-20%,·
COc1cc(Cl)c(C)cc1NC(=O)COC(=O)c1cnc(C)cn1,?,·
Cc1cc(-c2ccccc2)nc2cc(C(N)=O)nn12,?,·
O=C(Oc1cccc2cccnc12)c1ccc(N2C(=O)C3C4CCC(C4)C3C2=O)cc1 (centres undefined),9%,·
CCc1nnc(NC(=O)CSc2ccc(-c3ccccc3OC)nn2)s1,?,·
Cc1nnc2sc(-c3ccco3)nn12,28%,1
CCN(CC)C(c1ccc(F)cc1)c1nnnn1CC1CCCO1 (centres undefined),18µM*,4.0*
Cc1ccc(N(Cc2ccccc2)C(=O)c2ccc(C)c(S(=O)(=O)N3CCOCC3)c2)cc1,?,·
COc1ccc(CC(=O)Nc2ccc(OC)nc2)cc1,?,·
Cc1ccccc1OCc1nc(C#N)c(N2CCCC2)o1,2%,-1
COc1cccc(C(=O)NCCS(=O)(=O)N2CCOCC2)c1,?,·
O=C(NCc1ccco1)c1ccc(COCC(F)(F)C(F)F)cc1,3%,-24
O=C(O)c1ccc(C(=O)Nc2cccc3ccccc23)c(C(=O)O)c1,?,·
CNC(=S)Nc1ccc([N+](=O)[O-])cc1,?,·
O=C(Nn1c(C2CCC2)nc2ccccc2c1=O)c1cccs1,-6%,2
c1ccc(-c2nnc(SCCC3OCCCO3)o2)cc1,i,19
CC(=O)Nc1ccc(N/C(=N\S(=O)(=O)c2ccccc2)c2ccccc2)cc1,21%,20
Cc1ccc(NC(=O)Cc2nc(CSc3nnc(-c4ccc5c(c4)OCO5)o3)cs2)cc1,19%,-11
CCN(CC)CCCNC(=O)COc1ccc2oc3c(c2c1)CCCC3,-1%,13
C/C(=N\Nc1nc2ccccc2[nH]1)c1cccs1,-10%,-13
C#CC(CCN1CCCCC1)(OC)c1ccccc1 (centres undefined),i,3
COc1ccc(NC(=S)Nc2ncccc2C)c(OC)c1,-18%,0
Cc1noc(C)c1S(=O)(=O)N(C)CC(=O)Nc1ccc(F)cc1,7%,14
O=c1nc(-c2ccccc2Cl)c2cc(F)ccc2[nH]1,?,·
O=C(NC1CCCCC1)c1cc(N2C(=O)CCC2=O)ccc1Cl,i,-11

Remaining list, next part:
smiles	Lipid storage S3	Lipid storage S3 cell count max
CCOc1ccccc1CNC(=O)C1CCCN(c2nn3c(=O)cc(C)nc3s2)C1 (centres undefined)	?	·
CN(C)CC(=O)N1c2ccccc2CCc2ccc(NC(=O)c3ccc(N)cc3)cc21	i	·
CC1(C)Cc2nc(-c3ccccc3)n3cnnc3c2CO1	?	·
COc1cccc(/C=N/NC(=O)c2nnn(-c3nonc3N)c2CN(C)c2ccccc2)c1	-2%	9
CCOC(=O)c1c(S(=O)(=O)N(C)C2CCCCC2)c(C)n(C)c1C	?	·
Cc1ccc(/C=C/C(=O)O)cc1S(=O)(=O)NCCCO	?	·
Fc1cccc(NC(=S)NCc2ccccc2Cl)c1	-4%	-12
COc1ccc(-n2cc(CN3CCC(OC)CC3)c(-c3cccc(F)c3)n2)cc1	13%	5
N#CCCN(C(=O)COC(=O)CNC(=O)C12CC3CC(CC(C3)C1)C2)c1ccccc1	-22%	10
COc1cccc2cc(C(=O)OCC(=O)NCc3ccc4c(c3)OCO4)c(=O)oc12	8%	18
Clc1ccc(/C=N/NC2=Nc3cccc4cccc2c34)cc1	?	·
CCN(CC)CCOC(=O)c1cccc(OC)c1	?	·
Cc1cc2cc(CN(CC3CCCO3)C(=S)NCc3ccco3)c(=O)[nH]c2cc1C (centres undefined)	?	·
COc1ccc(N2CCN(C(=O)c3cc(C)oc3C)CC2)cc1	?	·
CCOc1ccccc1C1CC(=O)NC2=C1C(=O)CC(C)(C)C2 (centres undefined)	8%	3

The final 4 entries of the section before lead into the next:
smiles	Lipid storage S3	Lipid storage S3 cell count max
CCN(CC)CCOC(=O)c1cccc(OC)c1	?	·
Cc1cc2cc(CN(CC3CCCO3)C(=S)NCc3ccco3)c(=O)[nH]c2cc1C (centres undefined)	?	·
COc1ccc(N2CCN(C(=O)c3cc(C)oc3C)CC2)cc1	?	·
CCOc1ccccc1C1CC(=O)NC2=C1C(=O)CC(C)(C)C2 (centres undefined)	8%	3
CC1CCN(Cc2c(C(=O)N/N=C/c3ccc(C(F)(F)F)cc3)nnn2-c2nonc2N)CC1	?	·
O=C1CC(N2CCN(c3ccc(S(=O)(=O)N4CCCC4)cc3)CC2)C(=O)N1c1ccc(F)cc1 (centres undefined)	14%	-1
O=C(COc1ccc(Cl)cc1Cl)NCC(=O)N/N=C/c1c[nH]c2ccccc12	?	·
Cc1nn(C)c(C)c1/C=C/C(=O)O	?	·
Cc1c(Cl)cccc1NC(=S)Nc1ccc2[nH]c(=O)[nH]c2c1	16%	10
CC(C)C(=O)Nc1ccc(NC(=O)c2ccc3c(c2)OCO3)cc1	?	·
Cc1cccc(N(Cc2ccccc2)C(=O)c2ccccc2S(C)(=O)=O)c1	?	·
COc1ccc(Br)cc1C(=O)NC(=S)Nc1c(C)n(C)n(-c2ccccc2)c1=O	-2%	16
CC(OC(=O)CNC(=O)c1ccccc1)C(=O)Nc1ccc(S(=O)(=O)N2CCOCC2)cc1 (centres undefined)	?	·
COCc1ccc(CN2CCC(n3nccc3NC(=O)CCCc3ccccc3)CC2)o1	i	12
O=C(OCC(O)C(O)COC(=O)c1ccccc1)c1ccccc1 (centres undefined)	?	·
CC(=O)N1CC2(NC(=O)c3ccccc3N2)c2ccccc21 (centres undefined)	-3%	1
N/C(=N\OC(=O)c1ccc(Cl)cc1)c1cccnc1	?	·
Cc1ccc(-n2nc3ccc(NC(=O)c4ccc5c(c4)OCO5)cc3n2)cc1	?	·
CCCc1nnc(SCC(=O)Nc2ccc(NC(C)=O)cc2)n1-n1cccc1	i	10
O=C(NCC(=O)N1CCN(S(=O)(=O)/C=C/c2ccccc2)CC1)c1ccccc1F	?	·
c1ccc(N2CCN(C3CC4CCC3C4)CC2)cc1 (centres undefined)	?	·
COc1ccc(N2CCN(CC(=O)NC(=O)NCc3ccco3)CC2)cc1	8%	12
COc1cc(OC)cc(C(=O)NNC(=O)c2ccc(-n3cncn3)c([N+](=O)[O-])c2)c1	?	·
O=C(NCc1ccco1)C(C(=O)c1ccc(F)cc1)n1ccccc1=O (centres undefined)	?	·
CCN(CC)C(=O)CSc1nnc(CCN)o1	?	·
COc1ccc(-n2nc(C(=O)NCC(=O)N3CCCCC3)c3ccccc3c2=O)cc1	?	·
CCCCOC(=O)/C=C\C(=O)NC(N)=O	?	·
CCC(=O)Nc1cc2c(C)cc(=O)oc2cc1C	?	·
COc1ccccc1NC(=O)C(=O)N(c1cccnc1)C(C(=O)NC(C)(C)C)c1ccccc1F (centres undefined)	4%	-2
Cc1cccc(S(=O)(=O)N2CN(CC3CCCO3)c3nc4ccccc4nc32)c1 (centres undefined)	?	·
CC(=O)c1sc(-c2ccc(F)cc2)cc1NS(=O)(=O)c1ccc(C)cc1	16%	-16
COc1cccc(NC(=O)c2cnc(SCC(=O)NCc3ccc4c(c3)OCO4)n(C)c2=O)c1	?	·
CCc1nn(CCCC(=O)N(C)Cc2ccccc2)c(=O)c2cc3occc3n12	?	·
COC(=O)[C@H](CC(C)C)NC(=O)NCCC1=CCCCC1	15%	-10
Cc1c(C(=O)c2ccccc2)c2ccccn2c1CCc1ccccn1	?	·
CCOC(=O)C1(Cc2cccc(Cl)c2)CCCN(C(=O)c2cc(C)on2)C1 (centres undefined)	-15%	6
Cc1ccc(NC(=O)COC(=O)CCc2ccccc2)c(Cl)c1	?	·
COc1ccc(CCNC(=O)c2c(C)noc2C)cc1	14%	7
COc1ccc2[nH]c(=O)c(CN(C(=O)c3cccnc3)c3ccc(C)cc3C)cc2c1	7%	-5
CCOc1ccc(-c2cc(N3C(=O)Nc4ccccc4N3O)on2)cc1	23µM*	24*
O=C(Oc1ccc(N(C(=O)c2ccncc2)S(=O)(=O)c2cccs2)cc1)c1ccncc1	?	·
Cc1cc(NC(=O)Nc2cccc(Cl)c2)n(-c2ccccn2)n1	?	·
COc1ccc(Cl)cc1NC(=O)C(OC)c1ccccc1 (centres undefined)	?	·
CC(=O)Oc1ccc(-c2ccc(C(=O)O)cc2)cc1	?	·
Cc1ccc(Cl)cc1N1CCN(C(=O)c2cc3c(=O)n(C)c4ccccc4c3n2C)CC1	-3%	-11
O=C(NCCN1CCOCC1)c1ccc([N+](=O)[O-])cc1[N+](=O)[O-]	?	·
COc1cccc(Nc2cc(C)nc3ccccc23)c1	-9%	-17
CCOC(=O)C1CCN(C(=O)C2CCN(S(=O)(=O)c3cccc4nsnc34)CC2)CC1	?	·
CCCN1C(=O)/C(=C\C=C2/Sc3ccccc3N2CCO)SC1=S	-27%	-13
Cc1ccc(F)cc1NC(=O)C1CCN(c2cnccn2)CC1	?	·
CC1CCN(S(=O)(=O)c2ccc3c(c2)N(CC(=O)NCCCN2CCCCC2C)C(=O)CS3)CC1 (centres undefined)	?	·
CCN1CCCC1CNC(=O)c1ccccc1Cl (centres undefined)	4%	2
